# Screening results deposited in PubChem BioAssay by National Center for Advancing Translational Sciences (NCATS).
# FBPA coupling cs: counter-screen for Giardia aldolase inhibitors: coupling enzyme system. activity change, negative = inhibition, % at 58.2 µM, hits read low. hit rate 0.67% among 290,000. coupling enzyme system counterscreen, AmpLite Red fluorescence; in the data active = activity change below about -30%
#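 Final compound at 57.5 uM, incubated 10 min at RT with coupling enzyme reagent (glyceraldehyde-3-phosphate), then 20 min with substrate and AmpLite Red detection. Fluorescence read at 525/598 nm; tests interference with the coupling assay, not aldolase inhibition.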
# Eya2 phos inh: blocks the phosphatase activity of human Eya2. hit rate 0.006% among 330,000. O00167. Potency, µM (titrated, usually from 76.9 µM), inactives show at the highest dose activity, negative = inhibition, actives largely listed as inhibitors. AID 488837. recombinant Eya2, OMFP fluorescence dephosphorylation (OMFP is methylfluorescein phosphate); also: potency is read from the fitted curve at half-maximal effect
# Target sequence (O00167 whole entry, looked up): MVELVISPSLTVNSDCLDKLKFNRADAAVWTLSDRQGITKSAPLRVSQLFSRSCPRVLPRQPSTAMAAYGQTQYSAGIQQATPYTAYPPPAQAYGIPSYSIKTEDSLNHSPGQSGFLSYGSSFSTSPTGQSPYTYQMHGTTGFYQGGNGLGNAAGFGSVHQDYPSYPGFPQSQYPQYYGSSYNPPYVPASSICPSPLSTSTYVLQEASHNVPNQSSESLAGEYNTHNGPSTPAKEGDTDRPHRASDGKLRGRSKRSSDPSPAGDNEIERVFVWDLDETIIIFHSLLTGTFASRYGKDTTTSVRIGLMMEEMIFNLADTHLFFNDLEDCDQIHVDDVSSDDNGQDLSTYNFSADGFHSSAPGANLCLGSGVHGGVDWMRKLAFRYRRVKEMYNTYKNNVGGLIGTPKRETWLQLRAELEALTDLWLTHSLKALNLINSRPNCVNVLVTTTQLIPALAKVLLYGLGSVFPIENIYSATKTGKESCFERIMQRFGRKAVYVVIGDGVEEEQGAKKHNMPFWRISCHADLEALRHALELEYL
#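 Eya2 (0.2 uM) preincubated 10 min at ambient with compound, then OMFP substrate added at 50 uM; 10 min reaction in 50 mM HEPES pH 7.5, 50 mM NaCl, 5 uM MgCl2, 0.05% BSA, 1 mM DTT. Fluorescence read at Ex 485/Em 525 nm.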
# KCNH2 WT inh: blocks the wildtype human KCNH2 potassium channel | AID 720551 | activity change, % at 1.84 µM | hit rate 0.37% among 340,000 | U2OS, BacMam KCNH2, thallium flux FluxOr; active compounds read low;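 active = maximum activity change below -70%; inconclusive = maximum activity change between -70% and -50%; inactive = maximum activity change above -50%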
#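 U2OS cells were transduced with wild-type KCNH2 virus (2.03 x 10^8 / mL) for 4 h at room temperature, then cultured overnight at 37 C. Thallium flux was read with FluxOr dye. Rate constants were normalized to DMSO controls.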
# GALK inh: blocks human galactokinase activity | P51570 | AID 1868 | Purified GALK, Kinase-Glo residual ATP luminescence | hit rate 0.007% among 270,000 | Potency, µM (highest dose often 57.5 µM), inactives show at the top dose activity change, negative = inhibition, usual class: inhibitors; also: potency is read from the fitted curve at half-maximal effect
#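 GALK at 5 nM final was combined with compound, 35 uM ATP and 100 uM galactose in HEPES pH8.0 with MgCl2 and DTT. The reaction ran one hour at room temperature before luminescent ATP detection.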
# Giardia killer: Giardia lamblia killing; hit rate 0.15% among 340,000; AID 540267; Giardia lamblia trophozoite viability; activity change, % at 7.66 µM, hits read low; in the data active = activity change below about -80%; inconclusive = between about -30% and that limit;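 also: parasites exposed to compound for two days anaerobically before the ATP read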
#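 Trophozoite viability was measured as ATP-dependent luminescence, read 15-30 min after reagent addition. Before that, parasites at 100 cells/well were exposed to compounds for 48 h, anaerobically, at 37 deg C.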
# uPA generation: cell surface uPA generation inhibition. hit rate 0.31% among 330,000. cell surface uPA generation assay, qHTS. Potency, µM (series often up to 38.3 µM), without a hit: top-dose activity change, negative = inhibition, most hits filed as inhibitors. AID 540303; active = well fitted inhibition curve with a large enough effect; inconclusive = small, poorly fitted or top-dose-only effect; inactive = no such curve, though single readings can be large or run the other way; tested in mouse RAW 264.7 cells; also: potency is read from the fitted curve at half-maximal effect; nearly all actives have a fitted effect of over 55% in size
# PKM2 act: activators of human pyruvate kinase M2 | purified PKM2, Kinase-Glo ATP luminescence, activation; response scale: 0% is enzyme alone, no compound | hit rate 0.34% among 260,000 | Potency, µM (top dose mostly 57.5 µM), for inactives: at the top dose activation, actives largely listed as activators | AID 1631 | P14618; also: potency is read from the fitted curve at half-maximal effect; nearly all actives have a fitted effect of over 55% in size
#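 Purified hPK-M2 (>95% pure) converted ADP (0.1 mM final) to ATP with 0.5 mM PEP in 50 mM imidazole pH7.2, KCl, MgCl2, Tween 20, BSA; 1 h at room temperature. ATP detected by Kinase-Glo luminescence.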
# BCR signal inh: inhibitors of chronic active B-cell receptor signaling. ABC-DLBCL IkBa-CBG/CBR reporter, luminescence ratio, 4 h. hit rate 0.05% among 340,000. AID 493014. Potency, µM (top dose mostly 46.1 µM), inactives show at the top dose ratio change, negative = lower green/red ratio, actives largely listed as inhibitors; active = well fitted inhibition curve with a large enough effect in the signal ratio, with a control signal flat, not every such curve was filed as active; inconclusive = small, poorly fitted or top-dose-only effect, or effect the other way, or a change in a side signal; the % refers to the signal ratio;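 also: potency is read from the fitted curve at half-maximal effect; plate controls were basal doxycycline-induced cells for no effect and cells given 10 µM MG132 for full effect; MG132 reads +100%, hits lower the ratio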
#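 Doxycycline induced both beetle luciferases in TMD8 lymphoma cells; IKK-driven degradation limits the IkappaBalpha-fused green signal, while red luminescence normalises for cell number and nonspecific effects. Compounds tested up to 46 uM, 4 hrs.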
# KCNH2 3.1 block: inhibitors of human KCNH2 3.1 potassium channel isoform; U2OS KCNH2 3.1, thallium flux FluxOr; active compounds read low; activity change, % (tested at about 1.8 µM); hit rate 0.95% among 340,000; AID 720553;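 active = maximum activity change below -70%; inconclusive = maximum activity change from -70% to -50%; inactive = maximum activity change above -50%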;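 also: thallium influx rate constant from kinetic fluorescence after stimulation buffer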
#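 Thallium flux via FluxOr fluorescence (Red40 quencher, 45 min loading) in U2OS cells virally expressing the KCNH2 3.1 isoform (1.77 x 10^8 /mL virus, overnight at 37 C). Rate constants from 2-min kinetic reads post-stimulation, normalised to positive and negative controls.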
# USP2a block: inhibitors of human ubiquitin-specific protease USP2a. O75604. USP2 core, Ub-CHOP2 coupled fluorogenic reporter, 485/531. Potency, µM (top dose mostly 38.3 µM), inactives show at the highest dose activity change, negative = inhibition, actives largely listed as inhibitors. hit rate 0.01% among 330,000. AID 463254;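 also: potency is read from the fitted curve at half-maximal effect; plate controls were DMSO wells for no effect and full inhibition by NEM control for full effect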
#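 Cell-free coupled assay: 10nM USP2 core preincubated 30min RT with compound in Tris-HCl pH 8.0/CaCl2/CHAPS buffer, then 25nM Ub-CHOP2 and 25nM reporter substrate; fluorescence (Ex 485/Em 531) read after 60min RT, normalized to NEM inhibition, concentration-response curves fitted.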
# B2AR arrestin: agonists driving beta-arrestin recruitment to human beta2-adrenergic receptor | P07550 | beta-arrestin recruitment to beta2AR, cell-based reporter | Potency, µM (titrated, usually from 46.1 µM), for inactives: at the top dose activation, usual class: activators | hit rate 0.02% among 330,000 | AID 492947;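 also: potency is read from the fitted curve at half-maximal effect; 0% = DMSO controls and full agonism = EC100 isoproterenol or metaproterenol; nearly all actives have a fitted effect of over 65% in size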
# Target sequence (P07550 whole entry, looked up): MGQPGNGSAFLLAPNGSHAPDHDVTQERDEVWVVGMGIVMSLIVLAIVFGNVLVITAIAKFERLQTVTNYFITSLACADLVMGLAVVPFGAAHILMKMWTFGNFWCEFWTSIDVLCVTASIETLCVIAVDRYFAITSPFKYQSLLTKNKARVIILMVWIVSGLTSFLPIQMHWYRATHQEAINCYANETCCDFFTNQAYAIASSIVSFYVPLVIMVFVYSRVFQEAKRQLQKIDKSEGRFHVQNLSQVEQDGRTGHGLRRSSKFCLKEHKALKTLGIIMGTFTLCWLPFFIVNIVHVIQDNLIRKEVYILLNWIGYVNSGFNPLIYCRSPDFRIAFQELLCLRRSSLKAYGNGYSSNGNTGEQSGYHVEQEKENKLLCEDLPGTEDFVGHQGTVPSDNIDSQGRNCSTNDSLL
# Active calls of the source: *; i = inactive; ? = inconclusive; · = no result given. Unless noted, calls follow the shape of the dose curve; as a rule, active = well fitted curve in the direction sought with a large enough effect; inconclusive = small, poorly fitted or top-dose-only effect, or another doubt; inactive = no such curve, though single readings can be large; an effect the other way counts as inactive or inconclusive. Unless noted, % is scaled to controls: 0 for no effect and ±100 for the full control effect. Compounds as they come; overall some 2.4% were active at least once.
(1) O=C(Cc1ccc(F)cc1)N[C@@H]1c2ccccc2CC[C@@H]1O
(2) O=C(NC(=S)Nc1ccc(CN2CCOCC2)cc1)c1ccc([N+](=O)[O-])cc1Cl
(3) CC/C(=N\NC(=S)NC(C)C)c1ccc(OC)c(OC)c1
(4) CSc1n[nH]c2nc3c(c(=O)n12)C1(CCCC1)Cc1ccccc1-3
(5) Cc1c(C(=O)N/N=C/c2ccccc2)[nH]c2c([N+](=O)[O-])cccc12
(6) C#CC[N+]1(CC#Cc2ccccc2)CCCCC1

compound no.,1,2,3,4,5,6
FBPA coupling cs,·,-2,2,-3,2,-1
Eya2 phos inh,3%,-3%,-8%,4%,3%,-4%
KCNH2 WT inh,9,i,-8,3,2,-1
GALK inh,·,2%,9%,1%,·,-1%
Giardia killer,10,?,-5,-8,-16,-1
uPA generation,-6%,-1%,-13%,1%,-5%,-1%
PKM2 act,·,11%,·,-9%,9%,-2%
BCR signal inh,-1%,0%,?,?,?,-4%
KCNH2 3.1 block,-5,17,6,5,-3,3
USP2a block,0%,2%,2%,0%,0%,2%
B2AR arrestin,0.2%,0.0%,?,-0.8%,-0.7%,0.1%

(7) Cc1ccc(C2(CC(=O)N3CCCC3)CCOC(C(C)C)C2)cc1 (configuration not stated)
(8) COc1cc(C(=O)N2CCC3(CC2)NCCc2[nH]cnc23)cc(OC)c1OC
(9) CCC(C)(C)NC(=O)C(c1ccc(F)cc1)N(Cc1ccco1)C(=O)c1cnccn1 (configuration not stated)
(10) O=C(NCCN1CCCCC1)Nc1ccc(F)cc1F
(11) Cc1ccc(C)c(OCC(=O)NCC(C)C)c1C
(12) CCOc1ncccc1C(=O)OCC(=O)NC1CCCCC1

compound no.,7,8,9,10,11,12
FBPA coupling cs,4,·,0,2,3,·
Eya2 phos inh,3%,2%,0%,-16%,0%,-9%
KCNH2 WT inh,-13,-6,-15,13,-2,36
GALK inh,0%,-1%,1%,-2%,1%,·
Giardia killer,-2,-21,-14,5,-27,16
uPA generation,7%,0%,-16%,-1%,7%,-16%
PKM2 act,-4%,·,0%,-6%,5%,·
BCR signal inh,-10%,-3%,-13%,-8%,4%,?
KCNH2 3.1 block,0,1,-25,21,-3,-7
USP2a block,-1%,3%,2%,4%,-2%,2%
B2AR arrestin,0.4%,0.1%,-0.3%,-0.6%,?,-0.3%

(13) CCCNC(=O)C(Cc1ccc(I)cc1)NC(=O)c1ccc(C#N)cc1 (configuration not stated)
(14) COc1cc(CNCc2cccnc2)ccc1OCC(=O)NC1CCCCC1
(15) CC1CCC2C(=O)N(c3ccc(C(=O)NCc4ccccc4)cc3)C(=O)C2C1 (configuration not stated)
(16) O=C(O)CCCC(=O)Nc1ccc(N=Nc2ccccc2)cc1
(17) COc1ccc(C(=O)Oc2ccc(N(C)S(=O)(=O)c3ccccc3)cc2)cc1[N+](=O)[O-]
(18) CCCSc1nc2c(cnn2-c2ccccc2)c(=O)n1N

compound no.,13,14,15,16,17,18
FBPA coupling cs,·,4,1,12,-2,0
Eya2 phos inh,-1%,-13%,1%,7%,-6%,-4%
KCNH2 WT inh,14,1,-5,-4,2,0
GALK inh,·,1%,1%,-1%,13%,-3%
Giardia killer,-1,23,-6,0,-26,10
uPA generation,4%,-1%,3%,-8%,-3%,-1%
PKM2 act,·,-8%,-32%,2%,0%,-2%
BCR signal inh,2%,?,1%,?,-16%,?
KCNH2 3.1 block,-18,13,6,-3,-37,-1
USP2a block,1%,-1%,1%,-6%,-8%,1%
B2AR arrestin,-1.4%,-0.8%,0.9%,0.2%,-0.2%,0.2%

# Whole records, looked up by structure.
# Profile of `CCCNC(=O)C(Cc1ccc(I)cc1)NC(=O)c1ccc(C#N)cc1` (configuration not stated) : FBPA coupling cs = ·; Eya2 phos inh = -1%; KCNH2 WT inh = 14; GALK inh = ·; Giardia killer = -1; uPA generation = 4%; PKM2 act = ·; BCR signal inh = 2%; KCNH2 3.1 block = -18; USP2a block = 1%; B2AR arrestin = -1.4%
# Profile of `CCCSc1nc2c(cnn2-c2ccccc2)c(=O)n1N` : FBPA coupling cs = 0; Eya2 phos inh = -4%; KCNH2 WT inh = 0; GALK inh = -3%; Giardia killer = 10; uPA generation = -1%; PKM2 act = -2%; BCR signal inh = ?; KCNH2 3.1 block = -1; USP2a block = 1%; B2AR arrestin = 0.2%

# Entries from the list above that contain an aryl thioether with sulfur outside any ring:
(4) CSc1n[nH]c2nc3c(c(=O)n12)C1(CCCC1)Cc1ccccc1-3
(18) CCCSc1nc2c(cnn2-c2ccccc2)c(=O)n1N

compound no.,4,18
FBPA coupling cs,-3,0
Eya2 phos inh,4%,-4%
KCNH2 WT inh,3,0
GALK inh,1%,-3%
Giardia killer,-8,10
uPA generation,1%,-1%
PKM2 act,-9%,-2%
BCR signal inh,?,?
KCNH2 3.1 block,5,-1
USP2a block,0%,1%
B2AR arrestin,-0.8%,0.2%

# Gathered by group: those above containing a halogen.
(1) O=C(Cc1ccc(F)cc1)N[C@@H]1c2ccccc2CC[C@@H]1O
(2) O=C(NC(=S)Nc1ccc(CN2CCOCC2)cc1)c1ccc([N+](=O)[O-])cc1Cl
(9) CCC(C)(C)NC(=O)C(c1ccc(F)cc1)N(Cc1ccco1)C(=O)c1cnccn1 (configuration not stated)
(10) O=C(NCCN1CCCCC1)Nc1ccc(F)cc1F
(13) CCCNC(=O)C(Cc1ccc(I)cc1)NC(=O)c1ccc(C#N)cc1 (configuration not stated)

compound no.,1,2,9,10,13
FBPA coupling cs,·,-2,0,2,·
Eya2 phos inh,3%,-3%,0%,-16%,-1%
KCNH2 WT inh,9,i,-15,13,14
GALK inh,·,2%,1%,-2%,·
Giardia killer,10,?,-14,5,-1
uPA generation,-6%,-1%,-16%,-1%,4%
PKM2 act,·,11%,0%,-6%,·
BCR signal inh,-1%,0%,-13%,-8%,2%
KCNH2 3.1 block,-5,17,-25,21,-18
USP2a block,0%,2%,2%,4%,1%
B2AR arrestin,0.2%,0.0%,-0.3%,-0.6%,-1.4%

# The results go on:
(19) CC(C)N(Cc1nnc(-c2ccc(Cl)cc2)o1)C(=O)C1=COCCO1
(20) O=C(N/N=C\c1ccc(Cl)s1)C1COc2ccccc2O1 (configuration not stated)
(21) O=C(c1ccc(CNS(=O)(=O)c2ccc(Br)cc2)cc1)N1CCCC1
(22) CC(=O)c1ccccc1NC(=O)Cn1c(=O)cnc2ccccc21
(23) COc1ccc(-c2nc(-n3c(C)c(C(C)=O)c(C(C)=O)c3C)sc2C)cc1OC
(24) CN(C)S(=O)(=O)c1ccc(N2CCCC2)c(C(=O)Nc2ccc(Br)cc2F)c1

compound no.,19,20,21,22,23,24
FBPA coupling cs,·,-1,2,0,1,·
Eya2 phos inh,-18%,5%,1%,-1%,5%,13%
KCNH2 WT inh,-29,-1,·,-5,-34,4
GALK inh,·,7%,-2%,3%,-1%,·
Giardia killer,-21,8,8,24,-24,-14
uPA generation,-1%,?,14%,-2%,·,-7%
PKM2 act,·,-4%,-5%,1%,-1%,·
BCR signal inh,?,9%,-6%,-9%,-14%,-5%
KCNH2 3.1 block,10,7,0,5,4,-3
USP2a block,1%,-7%,0%,2%,0%,2%
B2AR arrestin,-1.1%,-0.8%,-0.1%,-0.9%,0.5%,-0.1%

(25) CCOC(=O)N1CCN(C/C(C)=C/c2ccccc2)CC1
(26) C#CCOCCOCCOCCNc1nc(N2CCN(C(=O)CCCCCCCCCCNC(=O)Cn3cc(C[C@@H](C)O)nn3)CC2)nc(N2CCN(C(=O)CCCCCCCCCCNC(=O)[C@H](CO)n3cc(CCCSC)nn3)CC2)n1
(27) O=C(CSC1=NCCS1)Nc1ccccc1F
(28) O=C(COC(=O)C1CCCN1C(=O)c1cccs1)Nc1ccc2c(c1)OCO2 (configuration not stated)
(29) COc1cc(/C=C/C(=O)OCC(=O)Nc2c(C)n(C)n(-c3ccccc3)c2=O)ccc1O
(30) Cc1csc(=O)n1CC(=O)OCC(=O)NCc1ccccc1

compound no.,25,26,27,28,29,30
FBPA coupling cs,2,·,1,2,·,·
Eya2 phos inh,5%,-5%,5%,-10%,-7%,6%
KCNH2 WT inh,-6,6,-10,-2,4,-3
GALK inh,2%,·,-4%,0%,4%,·
Giardia killer,9,9,-19,-21,5,-12
uPA generation,·,-4%,-4%,-9%,3%,2%
PKM2 act,-7%,·,-1%,1%,-5%,·
BCR signal inh,-2%,?,?,-1%,2%,14%
KCNH2 3.1 block,17,4,-6,3,-4,0
USP2a block,-2%,3%,1%,0%,3%,-1%
B2AR arrestin,0.5%,-1.0%,-0.2%,0.1%,0.1%,-0.3%
